HEK293 tox: cytotoxic in the GLP-1 receptor inverse agonist counter-screen; HEK293 cAMP-luciferase reporter cells, luminescence, 24 h; Potency, µM (top dose mostly 38.3 µM), for the others: at the top dose activity change, negative = inhibition, actives largely listed as inhibitors; 410,000 compounds, 0.13% hits; AID 624418;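 also: loss of luciferase light is scored as toxicity; potency is read from the fitted curve at half-maximal effect; % is scaled to controls: 0 for no effect and ±100 for the full control effect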
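Step one: seed cells (200 cells/uL, DMEM with 10% Nu serum, 1% pen-strep). Step two: 12-hour incubation at 37 deg C. Step three: pin 23 nL compound, incubate 24 hr. Step four: add luciferase reagent, read luminescence 12 min later.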
GLP1R inv ag: GLP-1 receptor (human) inverse agonism. P43220. Potency, µM (highest dose often 38.3 µM), for inactives: at the highest dose activity change, negative = inhibition, hits mostly inhibitors. 410,000 compounds, 1.6% hits. HEK293 GLP-1R CRE-luciferase, luminescence, 24 h; GLP-1R form is constitutively active. AID 624417; also: potency is read from the fitted curve at half-maximal effect; % is scaled to controls: 0 for no effect and ±100 for the full control effect; nearly all actives have a fitted effect of over 55% in size
Target sequence (P43220 whole entry, looked up): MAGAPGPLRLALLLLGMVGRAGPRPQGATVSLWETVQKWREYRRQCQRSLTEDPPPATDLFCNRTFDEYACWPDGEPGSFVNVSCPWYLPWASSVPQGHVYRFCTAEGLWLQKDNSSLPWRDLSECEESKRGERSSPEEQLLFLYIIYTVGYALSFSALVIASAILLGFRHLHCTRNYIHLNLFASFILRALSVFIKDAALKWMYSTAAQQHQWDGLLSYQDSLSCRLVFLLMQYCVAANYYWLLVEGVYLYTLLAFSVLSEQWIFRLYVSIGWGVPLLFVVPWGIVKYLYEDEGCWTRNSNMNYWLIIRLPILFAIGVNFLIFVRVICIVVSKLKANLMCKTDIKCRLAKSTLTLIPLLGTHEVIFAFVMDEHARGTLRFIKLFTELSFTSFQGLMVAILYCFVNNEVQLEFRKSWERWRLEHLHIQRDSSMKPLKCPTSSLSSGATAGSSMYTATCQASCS
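qHTS in 1536-well format: reporter HEK293 cells expressing constitutive GLP-1R activity in DMEM + 10% Nu serum, 24 hr with compounds at 37 deg C, luminescence read after 12 min with detection reagent.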
KB-V1 MDR tox: kills drug-selected multidrug resistant KB-V1 cells; KB-V1 MDR cells viability, CellTiter-Glo, 72 h; Potency, µM (top dose mostly 46.1 µM), inactives show at the top dose activity change, negative = cytotoxicity, actives largely listed as cytotoxic; AID 1347076; 400,000 compounds, 3.4% hits; also: potency is read from the fitted curve at half-maximal effect; % is scaled to controls: 0 for no effect and ±100 for the full control effect; nearly all actives have a fitted effect of over 60% in size
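Luminescent ATP read-out (CellTiter-Glo, 10 min) measures survival of drug-selected KB-V1 MDR cells after 72 h, 37 degrees C compound exposure. Medium: phenol-red-free DMEM, 10% FBS. Values from fitted concentration-response curves.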
D3 antag: antagonists of human D3 dopamine receptor | P35462 | D3R cells, DiscoveRx beta-arrestin luminescence, antagonist mode; hits give low values | max response, negative = inhibition, % | 360,000 compounds, 2.5% hits | AID 652054; in the data active = max response below about -50%; inconclusive = no clear call, values can overlap the other calls; also: % is scaled to controls: 0 for no effect and ±100 for the full control effect; mostly tested at two doses, the higher about 12 µM
Target sequence (P35462 whole entry, looked up): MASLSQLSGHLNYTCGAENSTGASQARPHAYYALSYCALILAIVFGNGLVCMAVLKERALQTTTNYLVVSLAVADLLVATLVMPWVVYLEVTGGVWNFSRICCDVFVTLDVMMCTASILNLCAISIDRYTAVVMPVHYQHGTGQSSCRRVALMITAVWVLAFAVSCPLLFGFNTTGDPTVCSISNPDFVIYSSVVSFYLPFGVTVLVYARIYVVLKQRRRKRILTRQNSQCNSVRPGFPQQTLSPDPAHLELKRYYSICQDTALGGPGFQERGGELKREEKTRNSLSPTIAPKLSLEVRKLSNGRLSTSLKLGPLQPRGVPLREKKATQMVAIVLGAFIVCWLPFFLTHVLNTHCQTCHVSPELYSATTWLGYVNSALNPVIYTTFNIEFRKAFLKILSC
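Cells plated overnight at 1500 cells/well, then exposed to library compounds with dopamine controls for 90 minutes at 37 degrees C. DiscoveRx reagent added for 30–60 minutes at room temperature; luminescence read, quantitative HTS format.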
D3 ag: agonists of human D3 dopamine receptor | P35462 | D3R DiscoveRx beta-arrestin cells, luminescence, 90 min | max activation, % | 410,000 compounds, 0.58% hits | AID 652048; in the data active = max activation above about 30%; also: 0% is about no effect; mostly tested at two doses, the higher about 12 µM
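Agonist-mode cell screen: cells plated at 1500/well and incubated overnight at 37 °C, then exposed to library compounds for 90 min at 37 °C. Detection reagent was added for 30–60 min at room temperature, and luminescence was read.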
GLP-1R agonist: GLP-1 receptor (human) agonism; HEK293 GLP-1R CRE-luciferase, luminescence, 4-6 h; cells express a hypersensitive GLP-1R form; 380,000 compounds, 0.007% hits; P43220; Potency, µM (top dose mostly 45.6 µM), without a hit: at the highest dose activation, actives largely listed as activators; also: potency is read from the fitted curve at half-maximal effect; % of control where 0% means no effect
aSyn yeast inh: alpha-synuclein toxicity inhibition in yeast. Yeast expressing alpha-synuclein, growth rescue, BacTiter-Glo, 24 h. Potency, µM (highest dose often 46.1 µM), for the others: at the top dose growth rescue (activation), actives largely listed as activators. 370,000 compounds, 0.14% hits. AID 652106; also: potency is read from the fitted curve at half-maximal effect; % of control where 0% means no effect; nearly all actives have a fitted effect of over 65% in size
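Galactose-induced alpha-syn yeast (OD600=0.02, raffinose-pregrown) + pinned cpd, 24 hr, 30 deg C; growth by BacTiter-Glo luminescence. Growth restoration scores as activation.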
PTHR1 ag: agonists of human PTHR1 parathyroid hormone receptor; HEK293 GP2 PTHR1 cells, GloSensor cAMP luminescence, 1 h; Potency, µM (titrated, usually from 115 µM), without a hit: at the top dose activation, actives largely listed as activators; 410,000 compounds, 0.075% hits; also: potency is read from the fitted curve at half-maximal effect; nearly all actives have a fitted effect of over 55% in size; some results filed as inactive show a strong effect at the top dose; inactives centre near -15; many of its hits are not listed in these tables
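HEK-293-derived GP2 cells expressing PTHR1 and a GloSensor cAMP reporter, 3,000/well, plated overnight, given luciferin plus IBMX (each 0.5 mM as added) for 1 h at 37 °C, then compound for 1 h at 37 °C. Luminescence was read after 15 min at room temperature.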
TDP43 rescue: TDP-43 toxicity inhibition in yeast; AID 652104; 410,000 compounds, 1.8% hits; Potency, µM (titrated, usually from 46.1 µM), for inactives: top-dose growth rescue (activation), actives largely listed as activators; TDP-43 expressing yeast growth rescue, BacTiter-Glo, 24 h; also: potency is read from the fitted curve at half-maximal effect; % of control where 0% means no effect; nearly all actives have a fitted effect of over 50% in size
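Growth rescue of TDP-43-toxic yeast measured as ATP luminescence (BacTiter-Glo). Cells grown to mid-log in raffinose, induced in galactose at OD600=0.02, exposed to compound 24 hr at 30 deg C.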
Numbers without * were called inactive; i = inactive; u = inconclusive; x = no result given; & = joins results of further samples; [ ] = dose if it differs, or a comment. Unless noted, calls follow the shape of the dose curve; as a rule, active = well fitted curve in the direction sought with a large enough effect; inconclusive = small, poorly fitted or top-dose-only effect, or another doubt; inactive = no such curve, though single readings can be large; an effect the other way counts as inactive or inconclusive. The list is partial, so the mix of outcomes need not match the whole.

SMILES	HEK293 tox	GLP1R inv ag	KB-V1 MDR tox	D3 antag	D3 ag	GLP-1R agonist	aSyn yeast inh	PTHR1 ag	TDP43 rescue
COc1ccccc1CNC(=O)c1ccc2c(c1)N(Cc1cc(C)ccc1C)C(=O)c1ccccc1S2	-7%	6%	x	x	11	x	x	i	0%
CCOc1cc(NC(=S)NCC2CCCO2)c(OCC)cc1NC(=O)c1ccccc1F (stereo not given)	u	u	u	-16	-1	17%	4%	-7%	28%
COc1ccc(NC(=O)C/C(C)=N/NC(=O)c2cnccn2)cc1	-14%	7%	0%	-4	8	4%	7%	-9%	7%
COc1ccc(C2=Nc3ccccc3NC(=O)C2N(C(=O)c2ccnc3ccccc23)c2ccccc2)cc1 (stereo not given)	-12%	u	u	8	1	-2%	6%	-24%	3%
NC(=O)c1nsc(C(=O)N(c2ccc(Cl)cc2)C(C(=O)NCC2CCCO2)c2cccs2)c1N (stereo not given)	-6%	u	-9%	2	-2	2%	10%	-18%	-8%
O=C(COc1ccc(S(=O)(=O)NC2CCCC2)cc1)NCC1CCCO1 (stereo not given)	-17%	3%	0%	u	6	7%	3%	i	-17%[9.22 µM]
O=C(Nc1ccc(S(=O)(=O)Nc2nccs2)cc1)c1ccc(F)cc1	5%	28%	4%	9	0	-1%	0%	-34%	13%
Cn1ncc(C#N)c1/N=C/N(Cc1ccccc1)Cc1ccccc1	108%[activator]	u	u	40	0	4%	0%	-1%[57.5 µM]	16%
CCS(=O)(=O)N1CCc2cc(C(=O)NCCc3ccc(OC)cc3)ccc21	-9%	-7%	-2%	x	-13	x	x	i	-12%
Cc1ccc(NC(=O)C2C3C=CC4(O3)C2C(=O)N(CCN2CCOCC2)C4C(=O)NC2CCCCC2)cc1C (stereo not given)	-3%	-24%	0%	-2	-8	3%	-3%	i	-12%
CC(=O)Nn1cnc2c(c1=O)C1(CCCC1)Cc1ccccc1-2	17%	-17%	-4%	-8	1	9%	-1%	16%	2%
CC(OC(=O)c1ccc(=O)n(Cc2ccccc2)n1)C(=O)Nc1cccc(Cl)c1 (stereo not given)	-2%	5%	29%	-1	-7	-5%	-8%	-14%	-36%[inhibitor]
N#CCCN1CCN(S(=O)(=O)c2ccc(S(=O)(=O)N3CCCCCC3)cc2)CC1	1%	13%	15%	-11	-9	-3%	-6%	-29%	4%
O=C(NC1CCCCC1)C(c1cccs1)N(C(=O)c1ccccn1)c1ccccc1 (stereo not given)	-5%	-25%	-3%	12	2	6%	2%	i	3%
COc1cc(NC(=O)N2CCc3c(sc4c3CCCC4)C2c2ccccc2)cc(OC)c1OC (stereo not given)	4%	-14%	u	x	1	x	x	i	4%
CC/C(=N/NC(=O)c1ccccc1)c1ccc(OCCN2CCOCC2)cc1	u	0%	u	-22	-7	-8%	7%	i	14%
O=C(Nc1ccc(F)cc1)[C@H](Cc1ccccc1)N1Cc2ccccc2C1=O	5%	u	0%	x	-1	-1%	x	-39%[inhibitor]	17%
CC1(C)CC(=O)C(C=NCCCn2ccnc2)=C(O)C1	7%	-2%	-2%	9	0	1%	-1%	i	-10%
COC(=O)Cn1cnc2c(nnn2-c2ccc(OC)cc2)c1=O	4%	19%	-16%	0	-8	1%	0%	-9%	-2%
Cn1cc(/C=C(\NC(=O)c2ccccc2Cl)C(=O)NCCCn2ccnc2)c2ccccc21	-3%	u	u	5	-13	-4%	-3%	15%	-6%
COCCn1c(=S)[nH]c2cc(C(=O)N3CCN(Cc4ccc5c(c4)OCO5)CC3)ccc2c1=O	17%	4%	2.6µM*	14	-21	7%	0%	-19%[57.5 µM]	-31%[inhibitor]
CCN(CC)c1ccc(NS(=O)(=O)c2cn(C)c(=O)n(C)c2=O)c(C)c1	4%	4%	14%	16	0	11%	-2%	-12%	11%
CCCN=C1N(CC)C[C@@H]2[C@@H]3C(=O)N(Cc4ccccc4)C(=O)[C@@H]3[C@](Cc3ccccc3)(C(=O)OC)N12	0%	15%	1%	13	-9	0%	4%	i	7%
CCOC(=O)c1oc2ccccc2c1NC(=O)c1cc(OC)cc(OC)c1	u	0%	-11%	29	25	25%	-2%	0%[57.5 µM]	-4%
COc1ccc(CCNC(=O)CNC(=O)c2ccc3c(c2)OCO3)cc1OC	0%	5%	28%	1	-1	1%	-4%	i	2%

Grouped by structure, the entries above containing a cyano group
SMILES	HEK293 tox	GLP1R inv ag	KB-V1 MDR tox	D3 antag	D3 ag	GLP-1R agonist	aSyn yeast inh	PTHR1 ag	TDP43 rescue
Cn1ncc(C#N)c1/N=C/N(Cc1ccccc1)Cc1ccccc1	108%[activator]	u	u	40	0	4%	0%	-1%[57.5 µM]	16%
N#CCCN1CCN(S(=O)(=O)c2ccc(S(=O)(=O)N3CCCCCC3)cc2)CC1	1%	13%	15%	-11	-9	-3%	-6%	-29%	4%

Continuation:
SMILES	HEK293 tox	GLP1R inv ag	KB-V1 MDR tox	D3 antag	D3 ag	GLP-1R agonist	aSyn yeast inh	PTHR1 ag	TDP43 rescue
Cc1ccc(NC(=O)c2ccco2)c(NC(=O)CN2C(=O)c3ccccc3C2=O)c1	2%	1%	24%	-25	-6	-9%	-6%	i	-6%
COC(=O)c1cc(=O)n(Cc2ccc3c(c2)OCO3)c(=Nc2ccc(F)c(Cl)c2)s1	2%	-7%	-17%	7	3	-4%	1%	-19%	11%
O=C(O)CSc1cccc2cccnc12	8%&1%	38%&0%[activator]	-20%&16%	12&-20	5&0	-1%&-5%	6%&-6%	u	-11%&1%
O=C1c2ccccc2C(=O)c2c1cccc2N1CCN(C/C=C/c2ccccc2)CC1	-9%	4%	-4%	1	-21	0%	11%	i	1%
COC(=O)c1ccc(COc2ccc(/C=N/Nc3nc(C)cc(=O)[nH]3)cc2)cc1	0%	23%	2%	-22	2	-7%	1%	i	-6%
Clc1ccccc1CNCCCSc1nnnn1-c1ccccc1	5%	u	5%	x	-27	x	x	i	0%[9.22 µM]
CCOc1ccc(CCNC(=O)c2ccc(CS(=O)Cc3ccccc3Cl)o2)cc1 (stereo not given)	-17%	u	-19%	0	-2	7%	0%	-40%[inhibitor]	0%
CCOc1ccc(N(CC(=O)NCC(C)C)S(C)(=O)=O)cc1	11%	7%	18%	11	3	-1%	-5%	i	2%
CCc1sc(N(C(=O)Cc2ccccc2)c2ccccc2F)nc1-c1ccc(C)cc1	3%	0%	18%	13	2	0%	1%	i	16%
COC(=O)c1c(NC(=O)CCNCc2ccco2)sc2c1CCC2	9%	u	-14%	-9	-23	0%	-2%	i	-17%
CC(=O)Nc1ccc(S(=O)(=O)N/N=C/c2ccc(C)s2)cc1	-20%	11%	-7%	-6	0	5%	5%	i	0%
O=C(NCC1CCCO1)c1ccc(NC(=O)C2CCCCC2C(=O)O)cc1 (stereo not given)	3%	2%	11%	-8	6	-15%	-10%	i	13%
O=C(Nc1ccc(S(=O)(=O)NC2CCCCC2)cc1)c1ccco1	9%	0%	u	-12	-6	19%	-5%	29%[57.5 µM]	-23%
CC(C(=O)NC(C)(C)C)n1c(C(c2ccccc2)c2ccccc2)nc2ccccc21 (stereo not given)	0%	u	-24%	0	-16	x	0%	8%	-12%
COc1ccc(C2=NN(C)C(=NCc3ccccc3)SC2)cc1	-9%	-19%	23µM*	10	-8	5%	-2%	i	-15%
Cc1ccnc(NC(=O)CCC(=O)N(CC(=O)NC2CCCCC2)CC2CCCO2)c1 (stereo not given)	-7%	8%	4%	u	9	-6%	2%	i	25%
Cc1nc(Oc2ccc(F)cc2Cl)c2oc3ccccc3c2n1	2%	17%	-30%	x	8	x	x	-50%	10%
COc1ccc2[nH]c(C)c(CCNC(=S)Nc3ccc(F)cc3)c2c1	-18%	u	-15%	-18	-6	-7%	-3%	-10%	-2%
O=C(CN1CCN(Cc2ccccc2)CC1)c1c[nH]c2ccccc12	-17%	u	-6%	-54*	-12	-5%	-8%	i	-6%
Cc1cc2n(n1)C(c1cn(-c3ccccc3)nc1C)Nc1c(C)cccc1-2 (stereo not given)	-8%	-2%	u	3	2	3%	x	-14%	u
O=C1c2cccnc2C(=O)N1c1ccccc1-c1ccccc1	2%	0%	-3%	9	5	0%	-4%	i	21%
CCCCC(=O)Nc1ccc(NC(=O)c2ccc(C)c([N+](=O)[O-])c2)cc1OC	-4%	-9%	-3%	0	-25	1%	-7%	i	u
O=S(=O)(NCc1cn2ccccc2n1)c1cccs1	7%	9%	4%	-4	-7	0%	1%	i	3%
COC(=O)c1ccc(CSc2nnc3ccccn23)o1	-9%	-3%	-4%	-11	-10	-6%	2%	i	-21%
Cc1ccc(C(=O)CSc2nnc(COc3ccccc3)o2)cc1	20%	-15%	2%	5	15	7%	-2%	-14%	0%

High-throughput results as filed in PubChem BioAssay.
